Compound activity from PubChem BioAssay.
SIAH1 antagonists: blockers of Siah-1 interaction with plectin peptide – biochemical, fluorescence polarization, rhodamine-plectin, uHTS, primary screen (AID 1817). Siah-1 / rhodamine-plectin peptide fluorescence polarization; higher % means a stronger effect. one-dose displacement, % at 20 µM; IC50 in µM for titrated hits. 0.02% of 290,000 active;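 active = displacement of at least 50% at 20 µM, with a fluorescence ratio check between 0.3 and a set limit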;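 also: plate controls were Siah plus tracer with DMSO for no effect and tracer alone without Siah for full effect; strong numbers were not always called active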
XIAP displacement: XIAP antagonists, biochemical, IAP family, fluorescence polarization (AID 1018). XIAP BIR domain, fluorescence polarization peptide displacement; higher % means a stronger effect. 0.007% of 200,000 active. displacement, % at 20 µM; hits with a dose series show IC50 in µM; in the data active = displacement above about 50%; also: a part of the inactive calls stands beside numbers as strong as those of hits
LYP phosphatase: PTPN22 lymphoid phosphatase activity blockers – biochemical, fluorescence intensity, uHTS (AID 1779); recombinant LYP phosphatase, fluorescence intensity; higher % means a stronger effect; inhibition, % at 11.5 µM; hits with a dose series show IC50 in µM; 0.054% of 290,000 active;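 also: plate controls were vehicle with enzyme for no effect and no enzyme for full effect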
human PMI inhibitors: human PMI inhibitors, high substrate, primary screen, biochemical, fluorescence intensity, high mannose 6-phosphate (AID 1220) | recombinant PMI enzyme, coupled fluorescence intensity; higher % means a stronger effect | inhibition, % at 20 µM; hits with a dose series show IC50 in µM | 0.66% of 190,000 active
AID2073: disruptors of CaV2.2 binding to Mint1 – biochemical, HTRF (AID 2073); inhibition, % at 20 µM, or IC50 in µM where a hit was titrated; HTRF protein-protein interaction, Mint1-CaV2.2; higher % means a stronger effect; 0.19% of 290,000 active; in the data active = inhibition mostly above about 51%, no sharp cut-off; also: some results filed as inactive read as strong as hits
human PMI inhibition: MPI enzyme activity inhibition – biochemical, fluorescence intensity, coupled assay, primary screen (AID 1209); 0.42% of 190,000 active; purified PMI enzyme, coupled fluorescence intensity; higher % means a stronger effect; inhibition, % at 20 µM, or IC50 in µM where a hit was titrated;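 also: plate controls were DMSO vehicle for no effect and wells lacking substrate for full effect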
P. falciparum M1AAP: P. falciparum M1AAP inhibitors, biochemical, fluorogenic H-Leu-NHMec substrate, 1536-well (AID 1445) | one-dose inhibition, % at 30 µM; IC50 in µM for titrated hits | recombinant M1AAP, H-Leu-NHMec fluorogenic kinetic assay; higher % means a stronger effect | 0.42% of 220,000 active;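 active = primary inhibition above the hit cutoff, then over 50% inhibition at one or more dose response concentrations, cut at about 23% in these data, passing the limit was not always enough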;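 also: plate controls were DMSO full reaction for no effect and no enzyme background for full effect; strong numbers were not always called active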
Dynein transport: blocks dynein driven cargo transport along microtubules; z-score, hits read low; AID 1381; 3617.4 mouse cells, GR-EGFP nuclear translocation imaging; test concentration mostly 20 µM; stimulated with dexamethasone, 1 µM; hits give low values; 0.47% of 220,000 active;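 active = plate z-score of nuclear minus cytoplasmic receptor signal below a set negative limit, without overly bright fluorescence or cell loss, cut at about -3.5 in these data, passing the limit was not always enough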;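 also: z-score of nuclear minus cytoplasmic ring GR-EGFP intensity difference per well; some compounds called inactive have numbers as strong as hits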
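Buffer or medium: tet-free, stripped-serum medium; reagent: dexamethasone at 1.0 µM final, 30 min; incubation: 48 h induction, 1 h compound, 30 min dex at 37 °C; measured by: formaldehyde fixation, Hoechst nuclear stain, 10x automated fluorescence imaging; read-out: nuclear-to-cytoplasmic GR-EGFP distribution per well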
P. falciparum M17LAP: P. falciparum M17LAP inhibitors, primary screen, biochemical, fluorogenic H-Leu-NHMec substrate, 1536-well (AID 1619) | inhibition, % at 30 µM, or IC50 in µM where a hit was titrated | 0.38% of 220,000 active | recombinant M17LAP, H-Leu-NHMec fluorogenic kinetic assay; higher % means a stronger effect;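 active = compound inhibiting the enzyme by more than half at any dose during confirmatory dose-response retesting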;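 also: plate controls were full reaction with DMSO carrier for no effect and no enzyme background for full effect; strong numbers were not always called active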
Dynein transport cytoplasmic EGFP: second read-out of Dynein transport, no call of its own (marks repeat the call); z-score; measured here: cytoplasmic GR-EGFP intensity; hits give high values
Dynein transport nuclear GR-EGFP: second read-out of Dynein transport, no call of its own (marks repeat the call); z-score; measured here: nuclear GR-EGFP intensity;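 lower value marks the stronger effect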
Dynein transport cell count: further read-out of Dynein transport, marked with its call; z-score; measured here: cell count per field
The depositor's hits bear a star. Rule as the data show it, unless noted: active = inhibition above about 50%; inactive = the rest. Not a hit list; 2.1% or so of the library scored in one or more.

Screening O=C(CN1N=C(c2ccc(Cl)cc2)CCC1=O)NCc1cccnc1 returned SIAH1 antagonists -2.2%, XIAP displacement -4.3%, LYP phosphatase -2.2%, human PMI inhibitors -7.9%, AID2073 3.1%, human PMI inhibition 1.6%, P. falciparum M1AAP 2.7%, Dynein transport 0.378, P. falciparum M17LAP -9.9%, Dynein transport cytoplasmic EGFP -0.25, Dynein transport nuclear GR-EGFP 0.351 and Dynein transport cell count -0.469.
COc1ccc(NC(=O)Cn2c(-c3ccc(OC)cc3)cn(-c3ccc(C)cc3)c2=O)cc1 was read as SIAH1 antagonists -3.8%, XIAP displacement -20.5%, LYP phosphatase 6.6%, human PMI inhibitors 14.2%, AID2073 3.2%, human PMI inhibition 13.1%, P. falciparum M1AAP 2.2%, Dynein transport -1.82, P. falciparum M17LAP 9.9%, Dynein transport cytoplasmic EGFP 0.909, Dynein transport nuclear GR-EGFP -0.874 and Dynein transport cell count 1.1.
`COc1ccc(NC(=O)COC(=O)Cc2c(F)cccc2Cl)cc1` gave SIAH1 antagonists -0.7%, XIAP displacement -1.2%, LYP phosphatase -1.5%, human PMI inhibitors -1.3%, AID2073 2.1%, human PMI inhibition -0.3%, P. falciparum M1AAP 5.8%, Dynein transport -0.382, P. falciparum M17LAP 5.4%, Dynein transport cytoplasmic EGFP -0.219, Dynein transport nuclear GR-EGFP -0.131 and Dynein transport cell count -0.304.
`COc1cccc(CC2(CO)CCCN(Cc3cn[nH]c3C3CCCCC3)C2)c1` (stereo unspecified) gave SIAH1 antagonists 1.2%, XIAP displacement -9.5%, LYP phosphatase -2.1%, human PMI inhibitors 8.7%, AID2073 11.5%, human PMI inhibition 9.4%, P. falciparum M1AAP 4.6%, Dynein transport -0.342, P. falciparum M17LAP 2.5%, Dynein transport cytoplasmic EGFP -0.16, Dynein transport nuclear GR-EGFP -0.338 and Dynein transport cell count 0.0326.
CCC(C)(C)NC(=O)C(c1cccn1C)N(Cc1ccc(C)cc1)C(=O)Cn1nnc2ccccc21 (stereo unspecified) was read as SIAH1 antagonists -4.7%, XIAP displacement -6.1%, LYP phosphatase -4.3%, human PMI inhibitors -2.0%, AID2073 8.8%, human PMI inhibition 5.5%, P. falciparum M1AAP 3.6%, Dynein transport -0.489, P. falciparum M17LAP -4.6%, Dynein transport cytoplasmic EGFP -0.334, Dynein transport nuclear GR-EGFP -0.86 and Dynein transport cell count -0.0722.
Screening COc1cc(CNC(=O)c2cccc(COc3ccc(Cl)cc3)c2)cc(OC)c1 returned SIAH1 antagonists -3.1%, XIAP displacement -2.8%, LYP phosphatase 7.9%, human PMI inhibitors 15.9%, AID2073 8.6%, human PMI inhibition 16.5%, P. falciparum M1AAP 1.5%, Dynein transport -0.407, P. falciparum M17LAP 0.9%, Dynein transport cytoplasmic EGFP -0.249, Dynein transport nuclear GR-EGFP -0.349 and Dynein transport cell count 0.404.
CCOC(=O)CC(=O)CSc1nc2c(c(C)c1C#N)CCC2 was read as SIAH1 antagonists -1.1%, XIAP displacement -1.7%, LYP phosphatase -10.1%, human PMI inhibitors -10.5%, AID2073 4.7%, human PMI inhibition -5.9%, P. falciparum M1AAP -4.0%, Dynein transport -0.0371, P. falciparum M17LAP 1.5%, Dynein transport cytoplasmic EGFP -0.122, Dynein transport nuclear GR-EGFP 0.19 and Dynein transport cell count 0.155.
For O=C(COC(=O)/C=C/c1ccco1)NCc1ccc2c(c1)OCO2 the results were SIAH1 antagonists 10.5%, XIAP displacement -2.8%, LYP phosphatase 5.2%, human PMI inhibitors -8.6%, AID2073 24.8%, human PMI inhibition -7.5%, P. falciparum M1AAP 1.0%, Dynein transport -0.0441, P. falciparum M17LAP -2.0%, Dynein transport cytoplasmic EGFP -0.349, Dynein transport nuclear GR-EGFP 0.291 and Dynein transport cell count 0.208.
Screening Cc1c(C(O)CN2CCC(C(N)=O)CC2)c2ccccc2n1C (stereo unspecified) returned SIAH1 antagonists 1.4%, XIAP displacement -5.2%, LYP phosphatase 0.3%, human PMI inhibitors 7.1%, AID2073 5.6%, human PMI inhibition 7.0%, P. falciparum M1AAP 4.5%, Dynein transport -0.136, P. falciparum M17LAP 14.4%, Dynein transport cytoplasmic EGFP -0.233, Dynein transport nuclear GR-EGFP -0.0177 and Dynein transport cell count 0.499.
Screening O=C(Cc1ccccc1)NCC1OCCc2ccccc21 (stereo unspecified) returned SIAH1 antagonists 3.3%, XIAP displacement -6.8%, LYP phosphatase -8.8%, human PMI inhibitors 6.8%, AID2073 -2.4%, human PMI inhibition 5.2%, P. falciparum M1AAP -1.3%, Dynein transport 2.09, P. falciparum M17LAP 17.4%, Dynein transport cytoplasmic EGFP -0.309, Dynein transport nuclear GR-EGFP 0.679 and Dynein transport cell count -0.481.
Screening Cc1cc(C)c2cc(CN(Cc3nnnn3Cc3ccc(F)cc3)C3CCCC3)c(=O)[nH]c2c1 returned SIAH1 antagonists -1.7%, XIAP displacement -7.5%, LYP phosphatase -2.0%, human PMI inhibitors -72.6%, AID2073 14.8%, human PMI inhibition -28.0%, P. falciparum M1AAP 12.9%, Dynein transport 0.0182, P. falciparum M17LAP 2.2%, Dynein transport cytoplasmic EGFP -0.189, Dynein transport nuclear GR-EGFP -0.797 and Dynein transport cell count 0.627.
Screening CC(C)OC(=O)CCNc1n[nH]c(=O)[nH]c1=O returned SIAH1 antagonists -1.8%, XIAP displacement -2.7%, LYP phosphatase 0.2%, human PMI inhibitors 7.4%, AID2073 -5.4%, human PMI inhibition 4.3%, P. falciparum M1AAP 0.5%, Dynein transport -0.0407, P. falciparum M17LAP -0.5%, Dynein transport cytoplasmic EGFP -0.268, Dynein transport nuclear GR-EGFP -0.0418 and Dynein transport cell count 0.541.
`Cc1ccc(S(=O)(=O)NCC(=O)OCC(=O)N(Cc2ccccc2)C(C)(C)C)cc1` gave SIAH1 antagonists 5.8%, XIAP displacement -2.9%, LYP phosphatase -3.1%, human PMI inhibitors 0.2%, AID2073 5.7%, human PMI inhibition 0.2%, P. falciparum M1AAP 3.6%, Dynein transport 0.166, P. falciparum M17LAP 6.9%, Dynein transport cytoplasmic EGFP -0.275, Dynein transport nuclear GR-EGFP -0.294 and Dynein transport cell count -0.4.
Screening Cc1ccc(-c2nnc(-c3cccc(NC(=O)c4cccs4)c3)o2)cc1 returned SIAH1 antagonists 12.3%, XIAP displacement -0.1%, LYP phosphatase 0.9%, human PMI inhibitors -1.4%, AID2073 25.1%, human PMI inhibition -6.3%, P. falciparum M1AAP 8.9%, Dynein transport 0.0539, P. falciparum M17LAP 8.3%, Dynein transport cytoplasmic EGFP -0.132, Dynein transport nuclear GR-EGFP -0.239 and Dynein transport cell count -0.0992.
`CC(C)(C)c1cc(C(=O)O)nn1-c1ccccc1` gave SIAH1 antagonists -1.3%, XIAP displacement -4.3%, LYP phosphatase -3.2%, human PMI inhibitors -2.3%, AID2073 -5.9%, human PMI inhibition 5.6%, P. falciparum M1AAP -0.2%, Dynein transport -0.173, P. falciparum M17LAP 15.8%, Dynein transport cytoplasmic EGFP -0.141, Dynein transport nuclear GR-EGFP 0.057 and Dynein transport cell count -0.269.

Gathered by group, the entries above containing fluorine.
`COc1ccc(NC(=O)COC(=O)Cc2c(F)cccc2Cl)cc1` gave SIAH1 antagonists -0.7%, XIAP displacement -1.2%, LYP phosphatase -1.5%, human PMI inhibitors -1.3%, AID2073 2.1%, human PMI inhibition -0.3%, P. falciparum M1AAP 5.8%, Dynein transport -0.382, P. falciparum M17LAP 5.4%, Dynein transport cytoplasmic EGFP -0.219, Dynein transport nuclear GR-EGFP -0.131 and Dynein transport cell count -0.304.
Screening Cc1cc(C)c2cc(CN(Cc3nnnn3Cc3ccc(F)cc3)C3CCCC3)c(=O)[nH]c2c1 returned SIAH1 antagonists -1.7%, XIAP displacement -7.5%, LYP phosphatase -2.0%, human PMI inhibitors -72.6%, AID2073 14.8%, human PMI inhibition -28.0%, P. falciparum M1AAP 12.9%, Dynein transport 0.0182, P. falciparum M17LAP 2.2%, Dynein transport cytoplasmic EGFP -0.189, Dynein transport nuclear GR-EGFP -0.797 and Dynein transport cell count 0.627.

Next part
For CC(=O)Nc1nc(NC(=O)/C=C/c2ccccc2)n(-c2ccccc2)n1 the results were SIAH1 antagonists 0.2%, XIAP displacement -3.9%, LYP phosphatase 1.3%, human PMI inhibitors -32.0%, AID2073 5.3%, human PMI inhibition -31.3%, P. falciparum M1AAP -12.2%, Dynein transport -1.28, P. falciparum M17LAP 22.5%, Dynein transport cytoplasmic EGFP -0.212, Dynein transport nuclear GR-EGFP -0.362 and Dynein transport cell count 1.28.
COc1ccc(-n2c3c(c(=O)[nH]c2=O)C(C(F)(F)F)(C(F)(F)F)N=C(CC(C)C)N3)cc1 was read as SIAH1 antagonists 1.3%, XIAP displacement -0.4%, LYP phosphatase -10.2%, human PMI inhibitors -5.5%, AID2073 4.9%, human PMI inhibition -2.9%, P. falciparum M1AAP -1.5%, Dynein transport 0.601, P. falciparum M17LAP 0.6%, Dynein transport cytoplasmic EGFP -0.174, Dynein transport nuclear GR-EGFP 0.714 and Dynein transport cell count 0.539.
CC(=O)c1[nH]c(C)c(C(C)=O)c1C was read as SIAH1 antagonists 1.3%, XIAP displacement -1.3%, LYP phosphatase -4.6%, human PMI inhibitors 6.3%, AID2073 -4.6%, human PMI inhibition 11.0%, P. falciparum M1AAP 22.7%, Dynein transport -0.179, P. falciparum M17LAP 5.9%, Dynein transport cytoplasmic EGFP -0.202, Dynein transport nuclear GR-EGFP -0.826 and Dynein transport cell count 0.527.
For Cc1ccc(C(=O)Cn2cccn2)cc1 the results were SIAH1 antagonists -1.8%, XIAP displacement -6.9%, LYP phosphatase -8.5%, human PMI inhibitors -15.1%, AID2073 -7.0%, human PMI inhibition -22.8%, P. falciparum M1AAP -0.5%, Dynein transport -0.793, P. falciparum M17LAP 0.5%, Dynein transport cytoplasmic EGFP -0.292, Dynein transport nuclear GR-EGFP -0.11 and Dynein transport cell count 0.567.
COc1ccc(N2CCN(c3ccc(C(N)=O)cc3[N+](=O)[O-])CC2)cc1 was read as SIAH1 antagonists -2.2%, XIAP displacement -10.3%, LYP phosphatase -4.7%, human PMI inhibitors 16.5%, AID2073 1.0%, human PMI inhibition 6.7%, P. falciparum M1AAP -1.1%, Dynein transport -1.74, P. falciparum M17LAP -4.0%, Dynein transport cytoplasmic EGFP -0.284, Dynein transport nuclear GR-EGFP -0.551 and Dynein transport cell count 1.67.
